# GLD-1 RNA inh: GLD-1-TGE RNA interaction inhibition (C. elegans); purified GLD-1 + fluorescein TGE RNA, fluorescence polarization; inhibition, % at 5.96 µM; 0.44% of 320,000 active; AID 2280;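 active = percent inhibition above a per-plate cutoff, the plate mean of test compounds plus 3 SD, cut at about 30% in these data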;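 also: 0% = DMSO wells with GLD-1 and probe and 100% = wells lacking GLD-1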
# AGP1 TOR yeast: modulators of TOR pathway AGP1-GFP in S. cerevisiae. 0.02% of 320,000 active. AID 2066. S. cerevisiae AGP1-GFP multiplex flow cytometry, 3 h; GFP as percent of DMSO wells. GFP response vs DMSO, % at 10 µM;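 active = GFP response relative to DMSO above a set limit, near screen average plus 3 SD, cut at about 150% in these data; inconclusive = fewer than 70 cells counted for the yeast strain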;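 also: median GFP channel fluorescence of the gated AGP1 strain per well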
# CIT2 TOR yeast: modulators of TOR pathway CIT2-GFP in S. cerevisiae; GFP response vs DMSO, % at 10 µM; 0.065% of 320,000 active; S. cerevisiae CIT2-GFP strain, flow cytometry, 3 h; 100 means same as DMSO wells;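 active = GFP response relative to DMSO above a set limit, near the screen mean plus 3 SD, cut at about 150% in these data; inconclusive = Fewer than 70 cells measured for a yeast strain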;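 also: ratio of well median GFP fluorescence to mean of DMSO wells on the plate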
# MCL1 BIM primary: MCL1-BIM-BH3 interaction inhibition (human); 0.68% of 320,000 active; AID 2057; GST-MCL1 / FITC-Bim-BH3 fluorescence polarization; Q07820; inhibition, % at 10.9 µM;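 active = inhibition above the mean inhibition of all tested compounds plus 3 SD, set per campaign, cut at about 40% in these data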;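 also: 0% = DMSO wells and 100% = unlabeled Bim-BH3 peptide control; higher means more loss of mP so more displacement of Bim peptide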
# VLA-4 inh: inhibition in a human VLA-4 binding assay; VLA-4 expressing cells, ligand binding flow cytometry; inhibition, % (about 7 µM as worked out from the volumes in the protocol); 0.2% of 330,000 active; AID 2557; in the data active = inhibition above about 50%
# Target sequence (P13612 whole entry, looked up): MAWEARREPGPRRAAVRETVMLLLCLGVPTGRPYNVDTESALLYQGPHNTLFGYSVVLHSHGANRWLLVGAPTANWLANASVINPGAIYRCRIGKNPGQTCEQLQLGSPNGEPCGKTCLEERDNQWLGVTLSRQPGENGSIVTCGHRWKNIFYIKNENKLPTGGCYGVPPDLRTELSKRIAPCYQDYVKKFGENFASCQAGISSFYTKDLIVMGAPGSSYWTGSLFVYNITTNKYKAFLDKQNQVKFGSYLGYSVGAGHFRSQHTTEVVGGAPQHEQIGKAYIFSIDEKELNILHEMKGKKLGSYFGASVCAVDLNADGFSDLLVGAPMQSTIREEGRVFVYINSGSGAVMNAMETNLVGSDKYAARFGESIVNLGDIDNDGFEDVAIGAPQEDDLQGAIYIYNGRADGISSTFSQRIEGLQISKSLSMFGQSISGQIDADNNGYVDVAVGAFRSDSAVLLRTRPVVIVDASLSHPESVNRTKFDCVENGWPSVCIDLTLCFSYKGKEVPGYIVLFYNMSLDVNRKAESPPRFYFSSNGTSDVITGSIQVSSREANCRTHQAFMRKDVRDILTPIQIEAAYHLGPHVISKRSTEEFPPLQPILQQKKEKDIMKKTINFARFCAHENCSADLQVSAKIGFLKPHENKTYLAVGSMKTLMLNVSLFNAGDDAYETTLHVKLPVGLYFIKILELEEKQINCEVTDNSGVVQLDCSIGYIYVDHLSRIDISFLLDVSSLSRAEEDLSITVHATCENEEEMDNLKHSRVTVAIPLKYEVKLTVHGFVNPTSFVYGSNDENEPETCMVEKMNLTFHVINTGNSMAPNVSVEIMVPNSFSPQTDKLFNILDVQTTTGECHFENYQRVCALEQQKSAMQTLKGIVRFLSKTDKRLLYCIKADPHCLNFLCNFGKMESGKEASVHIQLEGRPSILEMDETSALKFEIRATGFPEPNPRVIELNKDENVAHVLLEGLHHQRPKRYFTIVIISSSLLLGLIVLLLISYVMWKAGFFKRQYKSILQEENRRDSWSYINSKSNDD
# Fam108B counter: Fam108B inhibition, counter-screen for RBBP9 inhibitors; recombinant Fam108B, FP-Rh probe fluorescence polarization; inhibition, % at 9.51 µM; 0.33% of 300,000 active; AID 1947;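 active = inhibition above the screen mean inhibition plus 3 SD, computed separately per campaign, cut at about 18% in these data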;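 also: inhibitors lower polarization as less probe binds the enzyme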
# MEX-5 binding: C. elegans MEX-5 TCR-2 RNA binding activity. Q9XUB2. activity score (negative = inhibition of binding), % at 10 µM. MEX-5/FITC-TCR2 RNA binding, fluorescence polarization; stronger effect = lower value. 0.38% of 300,000 active. AID 1832;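 active = inhibition past about -25% in most replicates, and total fluorescence under double the plate's negative control median, limit read from the data; inconclusive = replicates evenly split on the limit, or fluorescence at least double controls; inactive = too little inhibition in most replicates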;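 also: 0% = DMSO and -100% = 5 µM competing unlabeled TCR2 RNA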
# GRK2 inh: human GRK2 inhibition via aptamer displacement. 0.59% of 330,000 active. bead flow cytometry, FAM-aptamer displacement from GRK2. P25098. AID 488847. inhibition of aptamer binding, % at 10 µM;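 active = inhibition of aptamer binding above 40%, roughly 3 SD of noise, on plates passing a quality check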;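 also: median bead fluorescence of bound FAM aptamer so fluorescent compounds give negative values; no value below 0 was filed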
# BCLXL inh: inhibitors of human Bcl-xL; Q07817; GST-Bcl-xL / FITC-Bim BH3 peptide fluorescence polarization; inhibition, % at 10.9 µM; 0.7% of 320,000 active; AID 2129;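 active = inhibition above the mean of all tested compounds plus 3 SD, cutoff set per campaign, cut at about 30% in these data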;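 also: 0% = DMSO wells and 100% = unlabeled Bim-BH3 peptide competitor; inhibitors lower millipolarization by displacing the labeled peptide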
# * = called active by the depositor; ? = inconclusive; / = no result given.
SMILES,GLD-1 RNA inh,AGP1 TOR yeast,CIT2 TOR yeast,MCL1 BIM primary,VLA-4 inh,Fam108B counter,MEX-5 binding,GRK2 inh,BCLXL inh
O=C(CSc1ccc2ccccc2c1)Nc1ccncc1,4,/,111,-3,9,1,3.4,1,4
Cc1cccc(N2CCN(S(=O)(=O)c3ccc4c(c3)CCN4C(=O)CCC(=O)O)CC2)c1C,2,108,107,-8,7,2,/,2,1
Cc1ccc(C(=O)NNC(=O)c2nn(-c3ccc(F)cc3)ccc2=O)cc1,-1,95,88,3,12,3,-4.7,1,0
NCc1c(O)ccc2ccccc12,-2,99,100,-4,-5,2,-3.2,0,3
COc1ccc(-c2nnc(-c3ccccc3)o2)cc1OC,-3,96,97,-4,6,2,1.7,0,4
CC1CCCN(C(=O)CSc2nnc(-c3cccs3)o2)C1 (centres undefined),0,93,98,1,5,3,-1.3,1,0
O=S1(=O)CCOC[C@H](CC2CCCCC2)N1Cc1ccccc1Br,1,82,70,7,12,0,-2.7,1,-1
CCOc1ccc(-n2cc(C(=O)NCc3ccco3)c3cc(OC)c(OC)cc3c2=O)cc1,3,92,103,-4,-1,2,0.7,3,3
COC(=O)C1=C(C)NC(=O)NC1C1CC=CCC1 (centres undefined),-7,101,101,3,-7,14,2.1,0,3
COC(=O)C1=C(C(=O)OC)[C@@H]2N(C)c3ccccc3[C@@]23C[C@@H](CO)N(C(=O)c2cccs2)C3=N1,5,97,90,6,13,-2,0.4,0,0
CC(=O)Nc1ccc2sc(C)nc2c1,0,111,102,3,1,-3,/,0,6
COc1ccc(CC(=O)Nn2c(-c3ccccc3)nc3ccccc3c2=O)cc1,4,100,96,-6,23,-4,-0.7,2,3
CNC(=O)COC(=O)c1cc(-c2ccco2)nc2ccccc12,57*,86,78,121*,2,4,-3.6,0,96*
Cc1cccc(OCC(=O)N2CCN(c3nnc(-c4ccccc4)c4ccccc34)CC2)c1,3,93,91,-5,2,0,1.2,0,-21
COc1ccccc1N1CCN(C(=O)COc2cccc(C)c2C)CC1,-9,99,87,-2,0,-2,2.5,0,-3
COc1ccccc1OCCCC(=O)NC(C)c1ccccc1 (centres undefined),-1,111,100,-1,11,0,-0.6,3,2
COc1ccc(-c2noc(CSc3nc4ccccc4c(=O)n3-c3ccc(C)cc3)n2)cc1,0,95,93,2,-2,-3,-1.6,0,9
O=C(CN1CCN(C/C=C/c2ccccc2)CC1)NC(=O)NC1CCCCC1,-2,110,107,3,5,1,-2.0,0,1
Cc1ccc(C)c(Nc2nc3nonc3nc2N2CCOCC2)c1,-7,108,104,7,-4,-3,0.5,2,4
CCC1CCCCN1CCCNC(=O)c1ccc(CS(=O)(=O)Cc2ccccc2F)o1 (centres undefined),3,99,95,10,-5,4,-1.0,0,2
Cc1ccc(Cn2ccc(=O)c(OCc3c(Cl)cccc3Cl)c2C)cc1,3,85,91,6,6,-3,0.2,1,6
COc1ccc(-c2cc3c(=O)n(CC(=O)NCc4ccccc4OC)ncn3n2)cc1,-2,105,105,4,-26,4,-0.9,0,8
O=C(NNC(=O)c1ccc(Cl)cc1Cl)Nc1ccccc1,4,97,98,6,8,3,0.8,0,4
CCOC(=O)[C@H]1[C@H]2COc3ccc(C)cc3[C@@H]2N2C(=O)CN(CC3CCCO3)C(=O)[C@@]12C (some centres undefined),-4,96,97,-1,5,/,/,5,3
Cn1nc([N+](=O)[O-])nc1Sc1ccc(Cl)cc1,10,108,95,-10,1,0,0.9,0,-4
CCOc1cc(C(=O)NC2CC(C)(C)NC(C)(C)C2)cc(OCC)c1OCC,-3,102,105,18,-36,6,3.9,0,8
C=CCN(C(=O)c1ccccn1)C(C(=O)NCc1ccccc1)c1ccccc1F (centres undefined),0,87,89,4,9,0,1.3,0,4
CCc1ccc(N(C2C=CS(=O)(=O)C2)S(=O)(=O)c2ccccc2)cc1 (centres undefined),1,103,95,-3,1,1,0.6,0,-1
CCCCCC(=O)Nc1ccc2oc(-c3cccnc3)nc2c1,1,102,92,4,14,-1,1.0,2,11
CN(Cc1ccon1)Cc1cn(C)nc1-c1cccc(Cl)c1,-4,98,85,0,-4,-1,3.6,0,2
Cc1ccc(C2=CN(Cc3ccccc3)CCC2=O)cc1,2,115,100,/,6,/,/,0,/
Fc1ccc(CNc2ncnc3c2cnn3-c2ccccc2)cc1,-3,93,83,2,23,9,1.2,0,7
COc1ccc(CCNC(=O)COC(=O)COc2ccc(Cl)cc2)cc1OC,10,96,97,4,8,-3,-1.6,0,1
Cc1cccc(C)c1-n1nnnc1S(=O)(=O)Cc1ccccc1Cl,8,110,101,12,10,1,/,3,3
Cc1nc2c(cc(Oc3ccc(S(=O)(=O)N4CCOCC4)cn3)c3ccsc32)s1,-3,103,109,0,-2,4,1.8,2,0
CC(Sc1ncn[nH]1)C(=O)Nc1cc(C(F)(F)F)ccc1Cl (centres undefined),7,98,99,-3,15,/,/,2,3
O=S(=O)(c1ccc(Cl)cc1)N1CCC(O)(CN2CCN(Cc3ccccc3)CC2)CC1,4,107,/,2,2,0,0.0,3,3
O=C(NCCCc1ccc(F)cc1)C1CCC(=O)N(CC2CCCCC2)C1 (centres undefined),5,94,100,-2,0,0,-2.5,0,3
CCS(=O)(=O)c1ccc2oc(SCC(=O)NCc3ccccc3)nc2c1,-4,104,98,1,11,3,0.0,0,1
CNC(=O)c1cc(Nc2nnc(-c3ccc(C)c(S(N)(=O)=O)c3)c3ccccc23)ccc1OC,-4,83,100,-3,-19,7,1.7,2,11
Cc1cc2c(C)nc(Cc3ccccc3)nc2o1,0,101,102,7,42,5,-1.2,0,0
CN(c1cccc(NC(=O)CSc2ccc(Cl)cc2)c1)S(C)(=O)=O,6,113,105,6,-7,-4,-0.3,1,2
CN1CC(c2ccccc2)Oc2ccccc2C1=S (centres undefined),-2,118,105,3,9,4,-1.0,0,6
CCCOc1ccc(/C=N/NC(=S)Nc2ccccc2[N+](=O)[O-])c(O)c1,5,98,85,13,-1,2,-2.5,1,7
COC(=O)N/N=C/c1ccc(OCCSc2ccc(Cl)cc2)c(OC)c1,0,99,101,6,5,-3,-3.4,6,-1
O=C(CSc1nc2cc(Cl)ccc2s1)N1CCN(C(=O)c2ccco2)CC1,-2,99,100,0,6,-1,0.4,0,3
CC(C)=NN1C(=O)c2ccccc2NC1(C)C,-5,97,97,1,-3,-1,1.7,1,-1
c1csc(CN2CCN(Cc3cccs3)C2c2cccs2)c1,4,103,112,-4,8,0,2.6,0,3
Cc1cccc(OCC(=O)O/N=C(\N)c2ccc(Br)cc2)c1,-5,96,98,10,8,1,0.8,2,3
CCN(C(=O)c1cccc(F)c1)c1ccccc1C,2,104,98,2,38,3,-0.2,0,2
CN(C)c1ccc(/C=C(\C#N)c2ccccn2)cc1,-138,86,89,-26,-6,2,-2.3,0,-10
Cn1c(=O)[nH]c(=O)c2c1nc(N1CCN(C(c3ccccc3)c3ccccc3)CC1)n2CCO,/,108,108,/,6,/,-1.5,43*,/
Cc1cccc(NC(=S)N2CCCCCC2)c1,-9,92,97,2,-10,-6,3.1,0,-1
CCCN(CCC)S(=O)(=O)c1ccc(C(=O)Nc2nnc(COC)o2)cc1,-1,101,110,6,1,3,-1.0,2,2
COc1ccccc1-n1c(CCC(=O)O)ccc1-c1ccccc1,-4,109,98,-3,-38,4,-4.6,3,3
COc1ccccc1Nc1nnc(C)c(=O)[nH]1,3,99,103,2,14,-4,1.4,5,4
N[C@@H](CO)c1cn([C@@H](Cc2cc3ccccc3[nH]2)C(=O)N2CCNCC2)nn1,-4,79,96,1,-10,3,2.4,0,2
CCc1ccc(-c2nc(C)c(CCO)c(=O)[nH]2)cc1,3,108,102,3,2,-1,-4.9,0,7
CCc1ccc2n(-c3ccc(OC)cc3)c([S-])c(C(=O)Nc3cc(C)cc(C)c3)[n+]2c1,-4,104,102,0,-4,1,-0.7,1,-1
Cc1nn(CC(=O)Nc2ccc3c(c2)oc2ccccc23)c(=O)c2ccccc12,-3,115,117,3,-5,-14,-0.9,0,4

# Reprinted at random: three entries already listed.
SMILES,GLD-1 RNA inh,AGP1 TOR yeast,CIT2 TOR yeast,MCL1 BIM primary,VLA-4 inh,Fam108B counter,MEX-5 binding,GRK2 inh,BCLXL inh
Cc1cccc(NC(=S)N2CCCCCC2)c1,-9,92,97,2,-10,-6,3.1,0,-1
CC(C)=NN1C(=O)c2ccccc2NC1(C)C,-5,97,97,1,-3,-1,1.7,1,-1
CCc1ccc(-c2nc(C)c(CCO)c(=O)[nH]2)cc1,3,108,102,3,2,-1,-4.9,0,7

# Next records
SMILES,GLD-1 RNA inh,AGP1 TOR yeast,CIT2 TOR yeast,MCL1 BIM primary,VLA-4 inh,Fam108B counter,MEX-5 binding,GRK2 inh,BCLXL inh
COc1ccccc1N1CCN(C(=O)CN(Cc2ccc(Cl)cc2)S(C)(=O)=O)CC1,7,105,105,-4,18,5,2.1,0,0
COCCn1c(=S)[nH]c2cc(C(=O)N3CCN(c4cccc(Cl)c4)CC3)ccc2c1=O,0,101,98,-15,-2,0,-0.1,1,-8
Cc1cc(C(C)(C)CC(C)(C)C)ccc1OCCOCC[N+](C)(C)Cc1ccccc1,7,95,87,1,6,1,/,0,11
O=C(COC(=O)CNC(=O)c1ccc(Cl)cc1Cl)NCC1CCCO1 (centres undefined),2,112,110,-5,-6,0,3.3,2,-4
C=CCn1c(SCC(=O)NC(=O)Cc2ccccc2)nc2ccccc2c1=O,-2,113,109,-1,-4,/,/,0,-2
CC(=O)c1cc(NC(=O)c2ccccc2)c(=O)oc1/C=C/N(C)C,-161,98,102,-95,5,1,1.7,0,-54
CCOc1ccc(NC(=O)CSc2ncnc3c2sc2ccccc23)cc1,7,104,106,-7,21,-4,-3.0,3,2
COc1ccc(OCc2nnc(SCC(=O)O)n2N)cc1,-2,99,99,-2,-11,1,-2.3,0,1
COc1ccccc1NS(=O)(=O)c1ccc(N/N=C/C=C/c2ccccc2[N+](=O)[O-])c([N+](=O)[O-])c1,3,99,96,-7,44,-1,-2.5,0,-1
COc1ccc(/C=C/C(=O)NC(=S)NNC(=O)[C@H]2C[C@@H]2c2ccccc2)cc1OC,4,99,101,10,31,-10,-4.3,2,3
NC1=NC(=O)C(CC(=O)Nc2ccc3c(c2)OCO3)S1 (centres undefined),4,102,110,9,-12,3,0.7,25,9
COc1cc(OC)c(OC)cc1/C=C1\Oc2cc(OS(C)(=O)=O)ccc2C1=O,-41,104,105,-73,-70,-1,?,6,-36
COc1ccccc1NC(=O)c1ccccc1Oc1ccccc1,6,92,98,-2,-3,-3,2.3,41*,-1
N#Cc1cccc(C(c2nnnn2C2CCCC2)N2CCC(Cc3ccccc3)CC2)c1 (centres undefined),0,108,111,14,3,1,1.9,0,9
COc1ccccc1/C=N/NC(=O)c1cccc(OC(F)(F)C(F)F)c1,1,93,94,10,3,-4,-0.5,1,1
CSc1ccc(/C=N/NC(=O)CNc2ccc3ccccc3c2)cc1,3,89,98,-3,-5,15,0.9,0,-4
Cc1nnc(SCc2ccccc2F)n1NCc1cccs1,0,94,98,-3,6,-6,2.4,1,-3
COC(=O)c1ccc(NC(=O)CNC(=O)C2CCCCC2)c(C)c1,3,107,/,4,7,2,-1.2,4,7

# Source: PubChem

# An unsorted share of the library. About 2.2% of those tested had a hit in this group.
